Polio RdRp inh: poliovirus RdRp elongation inhibitors, primary screen, biochemical, fluorescence polarization, total intensity; Genome polyprotein (Poliovirus type 1 (strain Mahoney)), P03300; poliovirus polymerase elongation; stronger effect = lower value; AID 588519, 2011; hit rate 0.66% among 150,000; % elongation, % (compound at 16.7 µg/mL); in the data active = % elongation below about 90%; note: some results filed as inactive read as strong as hits
Target sequence (P03300 1749-2209 limits assumed): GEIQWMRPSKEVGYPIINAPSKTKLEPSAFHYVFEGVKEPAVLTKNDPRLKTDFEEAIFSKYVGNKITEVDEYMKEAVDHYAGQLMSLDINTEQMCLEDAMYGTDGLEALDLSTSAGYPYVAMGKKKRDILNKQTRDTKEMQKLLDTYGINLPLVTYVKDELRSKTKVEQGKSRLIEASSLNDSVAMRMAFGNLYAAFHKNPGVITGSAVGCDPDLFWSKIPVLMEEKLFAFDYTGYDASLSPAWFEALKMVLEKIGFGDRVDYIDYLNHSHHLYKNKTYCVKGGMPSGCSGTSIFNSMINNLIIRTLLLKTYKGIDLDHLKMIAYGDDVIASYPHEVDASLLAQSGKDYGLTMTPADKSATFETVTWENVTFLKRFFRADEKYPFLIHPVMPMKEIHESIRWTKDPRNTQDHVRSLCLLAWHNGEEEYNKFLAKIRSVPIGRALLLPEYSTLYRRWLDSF
Polio RdRp inh FP z-score: further read-out of Polio RdRp inh, marked with its call; z-score; measured here: FP z-score; hits read low
* hit, by the source's call; & = joins results of further samples. These rows are one share of the data; rates above refer to the full screens.

SMILES	Polio RdRp inh	Polio RdRp inh FP z-score
CCOc1ccc(NC(=O)Cn2c(=O)n(Cc3ccc(C(=O)NCc4ccc(C)cc4)cc3)c(=O)c3ccccc32)cc1	111	0.7
O=C(Nc1nnc(S(=O)(=O)N2CCCCCC2)s1)c1cccc(Br)c1	107	-0.3
Cc1ccc(Cl)cc1NC(=O)c1ccc2nc(CCc3ccccc3)oc2c1	105	-0.5
CC1(C(=O)Nc2ccccc2N2CCOCC2)Cc2ccccc2C(=O)O1 (configuration not stated)	104	0.1
O=C(O)c1ccc2c(c1)N(Cc1ccc(F)cc1)C(=O)c1ccccc1S2=O (configuration not stated)	108	0.1
CN1C(=O)CC(=O)NC1=O	99	-0.3
Cc1cccc(N=C2NC(=O)/C(=C/c3ccc(F)cc3)S2)c1C	92	-2
CC(NC(=O)C1C2C=CC(C2)C1C(=O)O)C12CC3CC(CC(C3)C1)C2 (configuration not stated)	102	0.6
N=C1C(c2ccccc2)=C(O)CN1NC(=O)CSc1nc2ccccc2[nH]1	104	0.3
CC(=O)Oc1cc2c(cc1Br)C1CCC3(C)C(OC(C)=O)CCC3C1CC2 (configuration not stated)	105	0.7
CSc1ccccc1C(=O)NC1CCCCC1	99	-0.1
COc1c(Cl)cc(C(=O)N(Cc2ccc(N(C)C)cc2)Cc2ccco2)cc1Cl	101	0
COc1cccc(C2CC(=O)NC(SC)=C2C#N)c1 (configuration not stated)	104	0.4
COc1ccccc1N1CCN(c2c(CN3CCCC3)c(=O)oc3ccccc23)CC1	105	-0.2
COc1ccc2c(c1OC)C(=O)OC2C/C(=N\NC(N)=O)c1ccccc1 (configuration not stated)	100	0
O=C(c1ccc(F)cc1)N1CCC2(CC1)OCCO2	101	-0.6
COC(=O)c1ccc(Cn2cc(Br)cn2)cc1	101	-0.2
N#C/C(=C\Nc1ccccc1F)c1nc(-c2cc3ccccc3oc2=O)cs1	103	0.5
Cc1[nH]c2ccccc2c1CCN	107	0.3
COc1ccccc1-c1noc(CSc2nnc(Cc3ccccc3)n2-c2ccc(C)c(C)c2)n1	112	1.2
Cc1nnc(SCC(=O)NCC2CCCO2)n1C1CCCCC1 (configuration not stated)	101	-0.2
Cn1cnc(S(=O)(=O)N2CCC(C(=O)Nc3ccc(F)cc3F)CC2)c1	108	0.3
Cc1ccc(-c2nsc(SCC(=O)NCc3ccc4c(c3)OCO4)n2)cc1	102	0.2
Nc1c(O)cccc1C(=O)CC(N)C(=O)O (configuration not stated)	98	-0.1
CCc1ccc(/C=c2\sc3nc(C4COc5ccccc5O4)nn3c2=O)cc1 (configuration not stated)	101	-0.2

Taken from above.
In Polio RdRp inh FP z-score, CC(=O)Oc1cc2c(cc1Br)C1CCC3(C)C(OC(C)=O)CCC3C1CC2 (configuration not stated) shows 0.7
In Polio RdRp inh, Nc1c(O)cccc1C(=O)CC(N)C(=O)O (configuration not stated) shows 98
In Polio RdRp inh, COC(=O)c1ccc(Cn2cc(Br)cn2)cc1 shows 101
In Polio RdRp inh, COc1ccccc1-c1noc(CSc2nnc(Cc3ccccc3)n2-c2ccc(C)c(C)c2)n1 shows 112
In Polio RdRp inh, CCc1ccc(/C=c2\sc3nc(C4COc5ccccc5O4)nn3c2=O)cc1 (configuration not stated) shows 101
In Polio RdRp inh FP z-score, COc1ccc2c(c1OC)C(=O)OC2C/C(=N\NC(N)=O)c1ccccc1 (configuration not stated) shows 0
In Polio RdRp inh, O=C(Nc1nnc(S(=O)(=O)N2CCCCCC2)s1)c1cccc(Br)c1 shows 107

Rewritten with each value named: entries from further up
CC(NC(=O)C1C2C=CC(C2)C1C(=O)O)C12CC3CC(CC(C3)C1)C2 (configuration not stated)
- Polio RdRp inh: 102
- Polio RdRp inh FP z-score: 0.6

Cc1[nH]c2ccccc2c1CCN
- Polio RdRp inh: 107
- Polio RdRp inh FP z-score: 0.3

Cc1ccc(Cl)cc1NC(=O)c1ccc2nc(CCc3ccccc3)oc2c1
- Polio RdRp inh: 105
- Polio RdRp inh FP z-score: -0.5

Going on with the list.
SMILES	Polio RdRp inh	Polio RdRp inh FP z-score
Cc1c(-c2nc3ccccc3s2)oc2ccccc12	109	1.1
CCNc1ncnc2c1nnn2C	103	-1
COC(=O)NC(Nc1ccccc1C(F)(F)F)C(=O)c1ccccc1 (configuration not stated)	105	0.3
NCCn1ccc2ccccc21	99	-1
CCC(CO)NS(=O)(=O)c1cc(-c2nnc3c4ccccc4c(C)nn23)ccc1OC (configuration not stated)	100	-0.3
CCN(C(=O)CCNC(=O)Cn1cnc2ccccc2c1=O)c1cc(OC)ccc1OC	109	0.4
O=C(OCC(=O)N1CCC(c2ccccc2)=N1)C1CC2CCCC(C1)C2=O (configuration not stated)	97	-0.3
O=C1C2CCCN2C(=S)N1c1ccccc1 (configuration not stated)	99	-0.3
Cc1ccc(C(=O)Nc2nonc2NC(=O)c2ccc(C)cc2)cc1	103	0.2
CCN(C(=O)CSc1nc(C)cc(C)c1C(N)=O)C1CCS(=O)(=O)C1 (configuration not stated)	99	-0.2
COc1ccc(-c2nnc(C3CCN(S(C)(=O)=O)CC3)o2)cc1	105	1.1
C/C(=N/NC(=O)C(F)(F)F)c1cccs1	103	0.5
Cc1csc(=NC(=O)c2ccccc2)n1Cc1ccco1	104	0.5
CCOC(=O)CSC1=Nc2ccccc2C2=NC(CCC(=O)NCc3ccccc3)C(=O)N12 (configuration not stated)	107	0
O=C(Nc1ccccc1F)Nc1ccccc1N1CCCCC1	105	0.5
CCOc1ccc2c3c(c(=O)oc2c1OCC)CCC3	102	0.2
O=C(O)c1cccc(NCc2ccncc2)c1	105	0.1
O=C(COc1cccc2ccccc12)Oc1ccc(-c2nnco2)cc1	103	0
Cc1scc(CN2CCOCC2)c1C	100	-0.6
CCn1c(SC)nnc1C1CCCN(C(=O)c2ccccc2-c2ccccc2)C1 (configuration not stated)	101	-0.2
COc1ccc2sc(N(Cc3cccnc3)C(=O)c3ccco3)nc2c1	117	2.2
C=CCn1c2ccccc2c2nnc(SCc3ccccc3C)nc21	115	1
CCOc1ccc(C(=O)n2cnc3cc(C)c(C)cc32)cc1	102	0.2
Cn1cnnc1SCC(=O)N1CC2(C)CC1CC(C)(C)C2 (configuration not stated)	104	0.8
CCOC(=O)c1c(NC(C)=O)sc2c1CCCNC2=O	103	0.2
(next part)
SMILES	Polio RdRp inh	Polio RdRp inh FP z-score
CCc1nnc(SC(CC)C(=O)Nc2ccc(OC)c(Cl)c2)c2cc3occc3n12 (configuration not stated)	105	-0.4
CC1CCCCN1C(=O)CN1CCN(C)CC1 (configuration not stated)	104	1.2
CCc1cc2c(=O)n(Cc3ccccc3)c(SCc3c(C)noc3C)nc2s1	104	0.2
CCc1nn(C(C)C(=O)NC)c(=O)c2cc3occc3n12 (configuration not stated)	106	1.6
O=c1[nH]c2ccc(S(=O)(=O)Nc3ccccc3)cc2o1	104	1.1
CCOc1ccc(C(=O)Nc2ccccc2OCc2cc(=O)n3ccccc3n2)cc1	100	-1.2
CC1CCCCN1CCCNC(=O)c1ccc(Br)cc1 (configuration not stated)	112	1.2
Cc1ccccc1OCC(=O)Nc1cccc(C(=O)OCc2cc(=O)n3c(C)csc3n2)c1	105	-0.2
O=C(Cn1ncc2c([nH]c3ccccc32)c1=O)NCC1CCN(Cc2ccccc2F)CC1	102	0
Cc1cc(OCC(=O)N(C(C)C)C(C)C)cc(C)c1Br	103	0.5
CCc1cccc(C)c1NC(=O)c1cc(S(=O)(=O)NCc2ccccc2Cl)ccc1F	105	-0.7
O=C(C[n+]1ccccc1)Nc1ccccc1C(=O)O	106	0.9
FC(F)(F)c1cc(C(F)(F)F)n2[nH]c(=S)nc2n1	98	-0.9
COc1ccc2c(c1)c1c(c(=O)n(Cc3ccccc3)c(=O)n1CC(=O)NCc1ccccc1)n2C	105	-0.6
COc1ccc(OC)c(NC(=O)Nc2cccc(OCc3cc(=O)n4cc(C)ccc4n3)c2)c1	107	0.3
COc1ccc(C(=O)N/N=c2/c(=O)c(=O)c3ccccc23)cc1	52*	-4*
COc1cc(OC)c(N(C)C(=O)c2cc3c(s2)-c2ccccc2OC3)cc1Cl	107	0.7
CCn1c(SC)nc2c(c1=O)C1(CCCC1)Cc1ccccc1-2	101	-0.2
CC1=C(c2ccc(C)c(C)c2)S(=O)(=O)N(Cc2ccc(C(=O)NCc3ccccc3F)cc2)C1=O	106	-1.1
CCC(=O)N1CCc2cc(Br)cc(S(=O)(=O)CCC(=O)NCCc3ccc(Cl)cc3)c21	109	1.4
O=C(c1ccc2c(=O)n(CCc3ccccc3)c(=O)[nH]c2c1)N1CCN(c2ccc(F)cc2)CC1	106	0.3
Cc1ccc2nc(COc3ccccc3NC(=O)COc3ccc(F)cc3)cc(=O)n2c1	114	1.8
CC(C)c1ccc(S(=O)(=O)NCc2nc3cccnc3n2Cc2ccc(F)cc2)cc1	110	0.5
COC(=O)Nc1cccc(Cl)c1	102	0
O=C(NCc1ccccc1Cl)c1ccc(NC(=O)N2CCCCc3ccccc32)cc1	103	-0.2
The list continues:
SMILES	Polio RdRp inh	Polio RdRp inh FP z-score
Fc1cccc(F)c1-c1nc(-c2ccncc2)no1	102	-0.1
CN(C(=O)CSc1ccccc1C(=O)O)c1ccccc1	104	0
COC(=O)c1cc(S(=O)(=O)NC2CCCC2)cn1C	108	2.2
Cc1nc(-c2cc(C#N)c(SCCC(=O)OC(C)(C)C)nc2C)cs1	103	0
CO[C@@H]1C=C2CCN(C)[C@@H]2C2c3cc4c(cc3C(=O)OC21)OCO4 (some centres not stated)	99	-0.1
O=S(=O)(c1c(F)cccc1F)N1CCN(Cc2c(O)ccc3ccccc23)CC1	105	0.4
Nc1nnnn1/N=C/c1cccc(Br)c1	102	0.2
Cc1ccc(NC(=O)C2CC(=O)N(Cc3ccccc3)C(=Nc3ccccc3)S2)c(C)c1 (configuration not stated)	98	-0.5
CCC(C)NC(=O)CCC(=O)N1Cc2ccccc2Oc2ncccc21 (configuration not stated)	113	1
O=C(CNC(=O)c1cccs1)c1ccccc1	102	0.1
Cc1ccc(-n2cc(-c3ccccc3)c3c(=O)[nH]cnc32)cc1	103	0.4
CC1=C(C)N(c2ccccc2)NC(=S)S1	103	0
C=C1[C@@H](C)[C@H]2[C@H](Cc3ccccc3)NC(=O)[C@]23OC(=O)/C=C/[C@H](O)CCC[C@@H](C)C/C=C/[C@H]3[C@@H]1O	104&104	1&1.1
O=c1[nH]c(O)c(C=NCc2ccc3c(c2)OCO3)c(=O)[nH]1	101	-0.6
CSc1nnc(C2CCCN2)n1C (configuration not stated)	100	-0.2
c1ccc(CNc2nc(NC3CCCCC3)nc(N3CCOCC3)n2)cc1	99	-0.4
Cc1cc(C)c(C)c(OCC(=O)N(Cc2nc(-c3ccccc3)no2)C2CCCCC2)c1	103	0.6
O=c1cccc2n1C[C@H]1CNCC2C1	98	-0.2
CCc1ccc(-c2cc(C)no2)cc1S(=O)(=O)NCc1ccc(OC)cc1	108	0.3
Cc1ccc2c(Cl)cc(Cl)c(OCC(=O)N3CCc4ccccc43)c2n1	100	-0.8
O=C(CCN1CCN(Cc2ccc3c(c2)OCO3)CC1)N1N=CCC1(O)C(F)(F)F (configuration not stated)	105	0.7
CCCn1c(=O)n(C)c(=O)c2c(SCC(=O)/C(C#N)=C(\C)N)nc(CC(C)C)nc21	102	-0.2
Cc1cccc(Nc2cc(C)nc3nc(-c4ccccc4)nn23)c1	108	0.6
COc1ccc(CNC(C)C(=O)NC2CCCCC2C)cc1 (configuration not stated)	97	-0.7
CCCCN(C)S(=O)(=O)c1cccc2cccnc12	97	-2.3

Fetched by structure from the list above:
SMILES	Polio RdRp inh	Polio RdRp inh FP z-score
Cc1ccc2c(Cl)cc(Cl)c(OCC(=O)N3CCc4ccccc43)c2n1	100	-0.8
CN(C(=O)CSc1ccccc1C(=O)O)c1ccccc1	104	0
CCC(C)NC(=O)CCC(=O)N1Cc2ccccc2Oc2ncccc21 (configuration not stated)	113	1
COC(=O)c1cc(S(=O)(=O)NC2CCCC2)cn1C	108	2.2

One compound at a time (already shown):
Cc1ccc(-n2cc(-c3ccccc3)c3c(=O)[nH]cnc32)cc1 in the list: Polio RdRp inh = 103; Polio RdRp inh FP z-score = 0.4
COC(=O)c1cc(S(=O)(=O)NC2CCCC2)cn1C in the list: Polio RdRp inh = 108; Polio RdRp inh FP z-score = 2.2

Carrying on.
SMILES	Polio RdRp inh	Polio RdRp inh FP z-score
COc1ccccc1CNC(=O)CCn1c(=O)c2ccccc2n(CC(=O)Nc2ccc(C)cc2C)c1=O	112	1
COc1ccc(-c2nc3ccccc3o2)cc1NC(=O)C(C)Oc1ccc(Cl)cc1Cl (configuration not stated)	105	0.1
CCN=c1scc(-c2ccco2)n1/N=C/c1ccsc1	108	0.5
Cc1ccc(C(=O)C(C)Sc2nncn2-c2ccccc2)cc1 (configuration not stated)	103	-0.1
CCOC(=O)C1=C(CSc2ccc(Cl)cc2)NC(=O)NC1c1cc(C)ccc1C (configuration not stated)	100	-0.3
OCCn1c(CNc2cc(Cl)ccc2N2CCCCC2)nc2ccc(Cl)cc21	103	0
O=c1ccc2nncn2[nH]1	102	0.8
CN(C)C(=O)COc1ccc(S(=O)(=O)c2ccc(OCC(=O)N(C)C)cc2)cc1	101	-0.2
CS(=O)(=O)NCc1nnc(SCC(=O)NC2CCCCC2)n1-c1ccc(F)cc1	102	0
CCOc1ccc(CN2CCc3nc(Nc4ccc(OC)cc4OC)ncc3C2)cc1	106	0.1
N#CCNC(=O)c1ccccc1Br	101	0.4
CC(=O)Oc1ccc(C2OCC3C(C)C=C(C)C2C3C)cc1 (configuration not stated)	101	0
c1cn(CCCNc2ncnc3sc4c(c23)CCCCC4)cn1	102	0.2
CCCOc1ccccc1NC(=O)C1CC(=O)n2c(nnc2-c2ccc(OC)cc2)S1 (configuration not stated)	99	-0.2
COc1ccccc1NC(=O)C(C)OC(=O)c1cccc(-n2cnnn2)c1 (configuration not stated)	105	0.3
Cc1ccc(C)c(CNC(=O)c2cnc3sc(N4CCCC4)nn3c2=O)c1	109	-0.4
Cc1ccc(O)c(C(CC(=O)NCC2(c3ccccc3)CCCC2)c2ccccc2)c1 (configuration not stated)	104	-0.2
S=C(NCc1ccc2c(c1)OCO2)Nc1ccccc1	102	0
COc1ccc(CNCc2c(C(=O)O)c(C)n(Cc3ccc(Cl)cc3)c2C)c(OC)c1	103	-0.6

Screening results as filed in PubChem BioAssay.
